P. falciparum M17LAP: P. falciparum M17LAP inhibitors, primary screen, biochemical, fluorogenic H-Leu-NHMec substrate, 1536-well (AID 1619); recombinant M17LAP, H-Leu-NHMec fluorogenic kinetic assay; higher % means a stronger effect; 220,000 compounds, 0.38% hits; one-dose inhibition, % at 30 µM; IC50 in µM for titrated hits;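 active = compound inhibiting the enzyme by more than half at any dose during confirmatory dose-response retesting; inconclusive = strong single-dose inhibitors picked by rank but not retested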;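 also: plate controls were full reaction with DMSO carrier for no effect and no enzyme background for full effect; strong numbers were not always called active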
MT stabilizer: microtubule stabilizers in HeLa cells; AID 2205; % tubulin-high responders, % at 10 µM; 200,000 compounds, 0.83% hits; HeLa tubulin immunostaining HCS, 24 h; share of cells brighter than vehicle mean+2SD;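 active = plate Z-score above 3 for both tubulin-high and condensed-nucleus cell shares, with cell loss under 80%, at 10 µM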;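 also: anti alpha tubulin signal scored within the nucleus-defined area of each cell; some results filed as inactive read as strong as hits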
P. falciparum M1AAP: P. falciparum M1AAP inhibitors, biochemical, fluorogenic H-Leu-NHMec substrate, 1536-well (AID 1445); recombinant M1AAP, H-Leu-NHMec fluorogenic kinetic assay; higher % means a stronger effect; inhibition, % at 30 µM; hits with a dose series show IC50 in µM; 220,000 compounds, 0.42% hits;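 active = primary inhibition above the hit cutoff, then over 50% inhibition at one or more dose response concentrations, cut at about 23% in these data, passing the limit was not always enough; inconclusive = conflicting primary data, or primary hits not chosen for dose response; inactive = low primary inhibition, or under 50% at every dose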;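 also: plate controls were DMSO full reaction for no effect and no enzyme background for full effect; strong numbers were not always called active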
Insulin prom up: MIN6 insulin promoter up-regulation. MIN6 insulin promoter-GFP reporter, high-content imaging; hits give high values. 190,000 compounds, 0.3% hits. z-score at 5 µM;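 active = z-score above 3 at 5 µM with at least 500 cells counted in the well; inconclusive = wells under 500 cells, flagged as cytotoxic or low count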
ER stress rescue: rescue of cells from ER stress-induced death, primary screen, 384-well, CSM14.1, thapsigargin, ATP luminescence (AID 1222); CSM14.1 thapsigargin-induced death rescue, ATP luminescence; higher % means a stronger effect; 190,000 tested, under 10 active; cellular ATP content (survival), % at 20 µM; hits with a dose series show EC50 in µM;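 active = EC50 below 50 µM in the dose-response confirmation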;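 also: death triggered by thapsigargin at about 15 µM added after 2 h compound pretreatment; cell ATP read after overnight thapsigargin exposure of roughly 18 to 22 hours; normalized against plate controls of thapsigargin alone and 5% DMSO vehicle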
Dynein cargo inh: dynein cargo transport inhibition; 220,000 compounds, 0.47% hits; AID 1381; 3617.4 mouse cells, GR-EGFP nuclear translocation imaging; test concentration mostly 20 µM; stimulated with dexamethasone, 1 µM; hits give low values; z-score, hits read low;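 active = plate z-score of nuclear minus cytoplasmic receptor signal below a set negative limit, without overly bright fluorescence or cell loss, cut at about -3.5 in these data, passing the limit was not always enough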;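 also: z-score of nuclear minus cytoplasmic ring GR-EGFP intensity difference per well; some compounds called inactive have numbers as strong as hits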
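Buffer or medium: tet-free, stripped-serum medium; reagent: dexamethasone at 1.0 µM final, 30 min; incubation: 48 h induction, 1 h compound, 30 min dex at 37 °C; measured by: formaldehyde fixation, Hoechst nuclear stain, 10x automated fluorescence imaging; read-out: nuclear-to-cytoplasmic GR-EGFP distribution per well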
b-catenin transl: modulators of beta-catenin nuclear translocation; HeLa beta-catenin nuclear translocation, immunofluorescence imaging; nuclear translocation activity, % at 5 µM; 190,000 compounds, 0.3% hits; AID 1665;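 active = nuclear translocation activity above 50% at 5 µM, with a well cell count of 50 or more; inconclusive = wells under 50 cells across six images, flagged as toxic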;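 also: per-cell ratio of nuclear to cytoplasmic median beta-catenin stain intensity; plate controls were DMSO negative control for no effect and GSK-3 inhibitor IX positive control for full effect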
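test system = HeLa cells, endogenous beta-catenin | dosing = single 5 µM dose plus 0.02–20 µM confirmation series | times = compound treatment 24 h, 37°C, 5% CO2 | technique = beta-catenin immunofluorescence imaging with DAPI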
K1F lysis inhibition: protection from phage-mediated lysis, alamar blue read-out – E. coli UTI89, K1F phage, bacterial capsule biogenesis inhibitors (AID 488966). E. coli UTI89 K1F phage lysis, alamar blue, 2 h; higher % means a stronger effect. one-dose inhibition, % at 100 µM; IC50 in µM for titrated hits. 340,000 compounds, 0.02% hits;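 active = phage lysis inhibition, versus mean bacterial control, above a set limit; inconclusive = no clear call, values can overlap the other calls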;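 also: capsule biogenesis inhibitors block K1F phage lysis so surviving cells raise fluorescence; higher fluorescence means more inhibition of phage lysis; actives were called in the ten point dose series up to 300 µM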
Autophagy mod: alters autophagy in cells | MEF GFP-LC3 puncta imaging; test concentration mostly 10 µM | calls only at 10 µM (by protocol) | 190,000 compounds, 0.98% hits | AID 463193;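 active = percentage of spot-positive cells more than 3 SD above its plate mean, without a fluorescence outlier flag or 80% toxicity; inconclusive = no clear call, values can overlap the other calls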;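 also: spot-positive cell cutoff set from DMSO-treated cells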
Dynein cargo inh cytoplasmic EGFP: recorded beside Dynein cargo inh, whose call it bears; z-score; measured here: cytoplasmic GR-EGFP intensity; hits give high values
Dynein cargo inh nuclear GR-EGFP: second read-out of Dynein cargo inh, no call of its own (marks repeat the call); z-score; measured here: nuclear GR-EGFP intensity;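 lower value marks the stronger effect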
Dynein cargo inh cell count: further read-out of Dynein cargo inh, marked with its call; z-score; measured here: cell count per field
Insulin prom up cell count: further read-out of Insulin prom up, marked with its call; cell count; measured here: cytotoxicity, nuclei count;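 total cells summed across four imaged fields per well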
b-catenin transl cell count 5 µM: further read-out of b-catenin transl, marked with its call; cell count; measured here: cell count, cytotoxicity flag
MT stabilizer Hoechst-high %: second read-out of MT stabilizer, no call of its own (marks repeat the call); % Hoechst-high responders; measured here: nuclear condensation Hoechst responders;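 share of cells brighter than vehicle mean plus two SD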
MT stabilizer cytotoxicity %: recorded beside MT stabilizer, whose call it bears; toxicity, %; measured here: cytotoxicity by cell density;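 0% = mean cell density of plate MIN control wells and 100% = no cells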
Autophagy mod cell loss 18 h: also measured in Autophagy mod; calls as there; toxicity, %; measured here: cell loss, nuclei count;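 cell loss after 18 h compound exposure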
Starred values were filed as active, the others as inactive; i = inactive; ? = inconclusive; · = not tested or not shown; + = active, no number; [ ] = another dose, or the depositor's remark.

SMILES	P. falciparum M17LAP	MT stabilizer	MT stabilizer Hoechst-high %	MT stabilizer cytotoxicity %	P. falciparum M1AAP	Insulin prom up	Insulin prom up cell count	ER stress rescue	Dynein cargo inh	Dynein cargo inh cytoplasmic EGFP	Dynein cargo inh nuclear GR-EGFP	Dynein cargo inh cell count	b-catenin transl	b-catenin transl cell count 5 µM	K1F lysis inhibition	Autophagy mod	Autophagy mod cell loss 18 h
C/C(=N\Nc1ccccn1)c1cccs1	6.8%	4.3	1.3	24.0	8.1%	-0.27	1213	-1.2%	-0.593	-0.341	0.162	0.763	2.6	931	0.9%	i	11.2
CCOc1ccc(OCCNC2CCCC2)cc1	1.8%	2.4	1.8	4.9	-0.5%	-0.09	625	-1.7%	-0.566	-0.208	-0.0692	0.391	-4.0	1159	-0.6%	i	-4.5
O=C(CCSc1nnc(-c2ccco2)o1)Nc1ccc(Cl)cc1	0.7%	3.8	2.4	7.0	-2.5%	0.73	1208	1.5%	-1.13	-0.0983	0.103	0.453	-3.0	947	0.3%	i	13.3
COc1ccc(-n2c(=O)cc(N3CCc4ccccc43)[nH]c2=O)cc1	12.3%	3.9	1.2	10.6	2.4%	0.15	1094	-2.5%	-0.0065	-0.161	-0.653	1.45	-1.2	1241	0.0%	i	-0.1
CC1=C(C(=O)OCc2ccc3c(c2)OCO3)C(c2ccccc2OCc2ccccc2)NC(=O)N1 (stereo unspecified)	-11.9%	1.2	0.7	7.4	0.1%	-0.8	841	-1.7%	-0.247	-0.155	0.212	0.533	-4.9	1077	0.1%	i	-2.1
N#Cc1nc(Cl)c(Cl)c(NN)c1Cl	3.4%	·	·	·	3.6%	·	·	·	-0.446	-0.151	-0.134	-0.0595	-0.6	1330	1.5%	·	·
CCOC(=O)CNS(=O)(=O)c1cc(-c2n[nH]c(=O)c3ccccc23)ccc1C	9.6%	5.9	1.7	2.0	0.4%	0.95	1041	3.0%	-0.381	-0.394	0.113	0.233	-3.6	803	?	i	16.8
O=C(Nc1cc(S(=O)(=O)N2CCOCC2)ccc1N1CCOCC1)c1cccc(S(=O)(=O)N2CCCCC2)c1	·	·	·	·	·	-0.98	1006	·	-0.831	-0.742	-0.665	0.541	-0.9	1325	1.2%	·	·
CC1CC(C)CN(C(=O)c2cccc3c2-c2ccccc2C3=O)C1 (stereo unspecified)	-2.7%	·	·	·	3.4%	3.97*	980*	·	-0.822	-0.697	-0.666	0.134	0.4	1311	-0.4%	·	·
Cc1ccc(/C=C/C(=O)NC2CCCCCCC2)o1	7.9%	3.4	4.2	9.5	2.2%	0.07	1351	0.0%	-2.83	0.584	-1.83	-0.28	-3.3	598	1.0%	i	-1.3
CN1/C(=C\C(=O)C[n+]2cccc(Br)c2)C(C)(C)c2ccccc21	23.2%	2.3	2.2	0.6	13.2%	-2.63	734	-1.0%	-0.347	-0.244	-0.479	0.407	-2.2	1102	0.3%	i	11.8
CCOC(=O)C1C(c2cc(OC)c(OC)c(OC)c2)NC(=S)NC1(O)C(F)(F)F (stereo unspecified)	12.8%	2.1	2.7	5.4	9.0%	0.86	1241	-1.6%	-0.271	-0.161	0.568	0.514	4.8	1394	6.2%	i	-10.8
O=C(Nc1ccc2c(c1)nc1n2CCN(Cc2ccccc2)C1)NC1CCCCC1	-3.5%	3.1	1.7	5.5	-3.4%	-0.16	1068	-1.3%	-0.00326	0.489	0.134	0.97	·	·	-0.4%	i	-6.8
CN1CCN(c2nc(-c3cccnc3)nc3ccccc23)CC1	20.3%	3.7	0.8	1.6	-7.2%	0.46	1053	-1.0%	-0.107	-0.211	0.147	-0.0441	0.2	658	-0.4%[50 µM]	i	-9.8
CC(=O)Nc1ccc(-c2cc(-c3ccc(NC(C)=O)cc3)nc(-c3ccc(NC(C)=O)cc3)n2)cc1	-10.2%	5.4	1.9	5.4	4.7%	-0.47	2233	1.9%	-0.136	-0.338	-0.452	0.989	-2.0	988	1.6%[50 µM]	i	7.6
O=C1NC(c2ccccc2Cl)Nc2ccccc21 (stereo unspecified)	-131.1%	27.1*	9.4*	59.7*	4.8%	-0.31	1345	-1.0%	-0.446	-0.164	0.121	0.222	-1.2	1398	0.2%	i	11.5
COc1cccc(NC(=O)N2CCC(n3nnc4ccccc43)CC2)c1	2.8%	5.3	1.6	5.4	2.5%	-0.02	1634	1.7%	-0.0347	-0.0986	0.214	0.661	-0.1	1615	-0.4%	i	24.1
CCOc1ccc(N2C(=O)C3CC(C)=C(C)CC3C2=O)c([N+](=O)[O-])c1 (stereo unspecified)	-0.4%	2.9	1.7	7.1	1.4%	·	·	-0.1%	-0.453	0.495	-0.321	0.452	·	·	0.2%	i	-18.0
CC(C(=O)OCn1nnc2ccccc2c1=O)N1C(=O)c2ccccc2C1=O (stereo unspecified)	-6.0%	3.6	2.4	7.5	12.7%	-0.37	1902	-1.5%	-0.842	-0.129	-0.567	0.704	-1.2	1064	0.1%	i	4.1
CCOc1ccccc1C(=O)NC(C(=O)Nc1cccc(S(N)(=O)=O)c1)C(C)C (stereo unspecified)	2.7%	2.7	2.1	15.3	2.1%	0.17	1290	1.5%	-0.724	-0.304	0.361	0.406	-0.6	1073	-0.1%	i	9.1
Cc1cc(NC(=O)CSc2ncn[nH]2)no1	-0.9%	2.0	3.1	13.2	8.3%	-0.4	1481	-0.2%	0.482	-0.111	0.61	-1.45	-0.2	1545	0.5%	i	-6.3
Cc1cc(NC(=O)c2ccc(S(=O)(=O)N3CCc4ccccc43)cc2)no1	2.9%	2.9	1.7	10.5	1.8%	·	·	1.3%	-0.416	0.01	-0.21	0.07	-0.4	1137	-0.1%	i	26.6
CCCCCCCC(=O)NNC(=O)c1ccc([N+](=O)[O-])cc1	1.3%	0.3	1.6	8.7	9.5%	-0.62	1610	-1.4%	-0.534	-0.152	-0.473	0.568	-0.8	1226	-2.3%	i	-0.4
Oc1c(Br)cc(/C=N/NC(=S)NCc2ccco2)cc1Br	20.6%	·	·	·	15.5%	0.58	1366	·	-1.05	0.696	-0.311	0.533	0.8	1257	-1.8%	·	·
CCOC(=O)C1CCN(C(=O)N(C)C)CC1	8.1%	1.8	2.3	5.9	7.2%	·	·	·	-0.261	-0.302	-0.201	0.256	·	·	3.8%	i	-7.0
CNC(=O)CSCc1cnn(-c2ccccc2)c1-n1cccc1	-9.6%	1.8	1.1	2.4	7.0%	0.8	898	-1.6%	-1.21	0.184	-0.341	0.208	·	·	-0.1%	i	-10.6
COCC(C)NS(=O)(=O)c1ccc(NC(=O)C(Cc2ccccc2)NC(N)=O)cc1 (stereo unspecified)	3.0%	1.7	1.5	6.5	-0.9%	0.37	1163	-1.2%	-0.232	-0.217	0.0423	0.609	-7.8	1021	0.9%	i	-1.9
OCC1(CCc2ccccc2)CCN(Cc2ccc3nsnc3c2)CC1	10.5%	2.1	1.4	7.9	5.9%	·	·	-0.5%	-0.92	0.413	-0.132	0.669	-2.5	972	0.2%	i	0.4
CCc1ccccc1S(=O)(=O)Cc1ccc(C(=O)N2CCN(c3ccccc3OC)CC2)o1	-4.2%	1.9	3.2	5.2	5.5%	0.57	847	-0.7%	-0.909	-0.101	-0.513	0.144	·	·	-1.6%	+	-8.8*
COc1ccc(S(=O)(=O)Nc2ccc(S(=O)(=O)N(C)C)cc2)cc1[N+](=O)[O-]	29.5%	3.1	2.0	4.4	-0.8%	0.03	1430	-0.8%	1.81	-0.222	1.05	-1.28	-2.3	602	-7.7%	i	17.0
Cc1cc(SCC(=O)c2ccccc2)n2ncc(-c3ccccc3)c2n1	6.6%	·	·	·	5.7%	-0.33	1345	·	-0.285	-0.137	-0.241	1.23	-0.1	1294	2.6%	·	·
CCc1ccc2[nH]c(=O)c(CN(CCN3CCOCC3)C(=O)Nc3ccccc3F)cc2c1	15.9%	3.2	0.5	5.3	2.9%	·	·	-0.8%	-0.091	-0.221	0.529	1.01	-2.3	844	-0.1%	i	-58.3
CCN(CCCNC(=O)CCn1c(=O)[nH]c2ccccc2c1=O)c1ccccc1	1.5%	2.7	2.5	12.5	11.2%	0.46	978	-0.9%	-0.306	-0.199	0.0825	0.692	·	·	0.1%	i	-13.8
Cc1ccc(S(=O)(=O)NC(=O)Nc2ccccc2F)cc1	5.4%	5.4	2.8	1.3	1.5%	0.67	1254	0.8%	0.904	-0.234	0.394	-0.0701	-1.5	918	-0.1%	i	-1.6
Cc1cc(C)c(C#N)c(N2CCC(C(N)=O)CC2)n1	-9.8%	4.5	1.3	4.9	-0.3%	0.07	1500	2.9%	-0.813	-0.227	-0.507	0.268	-0.4	1448	0.2%	i	6.6
CCOC(=O)C1CCCN(C(=O)c2ccc(OC)c([N+](=O)[O-])c2)C1 (stereo unspecified)	12.9%	4.4	2.4	0.6	2.1%	-0.01	1329	0.4%	0.148	-0.314	-0.182	0.312	1.4	911	2.2%	i	8.4
CCC(C)[C@H]1CNC(=S)N1CCC12CC3CC(CC(C3)C1)C2 (stereo partly specified)	-1.6%	·	·	·	1.0%	-0.73	922	·	-0.342	-0.737	-0.0741	-0.0243	-0.7	1350	1.7%	·	·

Compound activity as filed in PubChem BioAssay.
